Screening results as filed in PubChem BioAssay.
HePTP inh – inhibitors of human HePTP phosphatase, primary screen, biochemical, absorbance, leukemia target | recombinant HePTP phosphatase activity, OD absorbance | inhibition, % at 20 µM | 0.64% of 110,000 active; in the data active = inhibition above about 50%;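 note: plate controls were vehicle for no effect and reference inhibitor for full effect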
Target sequence (P35236 whole entry, looked up): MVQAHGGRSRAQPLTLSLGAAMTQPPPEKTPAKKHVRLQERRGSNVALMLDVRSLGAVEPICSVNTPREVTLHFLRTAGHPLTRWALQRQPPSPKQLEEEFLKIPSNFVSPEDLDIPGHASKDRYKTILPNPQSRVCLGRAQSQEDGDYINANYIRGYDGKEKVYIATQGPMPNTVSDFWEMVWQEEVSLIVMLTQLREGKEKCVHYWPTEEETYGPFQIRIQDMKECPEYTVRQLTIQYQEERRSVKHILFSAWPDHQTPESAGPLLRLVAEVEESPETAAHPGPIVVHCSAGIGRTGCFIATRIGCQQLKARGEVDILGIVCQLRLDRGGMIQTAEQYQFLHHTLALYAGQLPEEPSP
BAP1 block – inhibitors of BAP1 deubiquitinase, primary screen, biochemical, Ub-AMC fluorescence, kinetic; activity remaining (% of control), % at 20 µM; recombinant BAP1, Ub-AMC hydrolysis fluorescence kinetic; stronger effect = lower value; 0.48% of 72,000 active; Ubiquitin carboxyl-terminal hydrolase BAP1 (Homo sapiens), Q92560;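 active = activity remaining at or below 50% of control, provided the compound also passes the data quality filters; inactive = the rest, including low values that fail the filters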;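 note: 100% = DMSO wells rate and 0% = substrate alone blank rate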
Target sequence (Q92560 whole entry, looked up): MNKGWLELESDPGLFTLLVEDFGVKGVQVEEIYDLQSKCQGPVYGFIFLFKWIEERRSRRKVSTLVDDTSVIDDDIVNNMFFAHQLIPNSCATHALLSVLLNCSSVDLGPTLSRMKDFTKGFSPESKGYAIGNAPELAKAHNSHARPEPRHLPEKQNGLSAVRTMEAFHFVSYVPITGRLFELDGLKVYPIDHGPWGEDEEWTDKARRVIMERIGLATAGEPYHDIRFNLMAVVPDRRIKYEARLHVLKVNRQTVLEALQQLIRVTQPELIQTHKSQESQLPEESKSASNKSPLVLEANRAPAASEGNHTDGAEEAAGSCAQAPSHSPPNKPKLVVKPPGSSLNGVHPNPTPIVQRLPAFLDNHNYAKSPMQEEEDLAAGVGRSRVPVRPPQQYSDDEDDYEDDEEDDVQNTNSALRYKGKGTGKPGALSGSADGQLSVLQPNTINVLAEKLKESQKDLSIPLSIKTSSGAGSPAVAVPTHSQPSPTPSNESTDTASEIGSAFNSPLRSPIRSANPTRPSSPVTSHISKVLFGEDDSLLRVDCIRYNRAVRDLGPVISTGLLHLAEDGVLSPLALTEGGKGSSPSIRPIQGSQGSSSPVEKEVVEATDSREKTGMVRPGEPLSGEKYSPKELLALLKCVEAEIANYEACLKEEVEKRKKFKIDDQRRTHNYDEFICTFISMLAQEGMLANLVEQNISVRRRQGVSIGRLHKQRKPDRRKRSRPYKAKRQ
Numbers without * were called inactive; & = joins results of further samples.

How did Cc1nc(NC(=O)c2oc3ccccc3c2C)sc1C(=O)N(C)C do in these assays?
HePTP inh: 6.5; BAP1 block: 98.6

What do the screens show for `Cc1c(NC(=O)CSc2nc3ccccc3[nH]2)c(=O)n(-c2ccccc2)n1C`?
HePTP inh: 2.2; BAP1 block: 90.6

How did Cc1noc(C)c1COC(=O)CCc1nc2ccccc2c(=O)[nH]1 do in these assays?
HePTP inh: 7.4; BAP1 block: 106.9

Results for O=C(Nc1ccc2c(c1)OCCO2)c1ccc(S(=O)(=O)N2CCCCC2)cc1 ?
HePTP inh: 4.1; BAP1 block: 95.2

What do the screens show for `CC(=O)c1cc(C(=O)Nc2ccccc2C(=O)O)oc1C`?
HePTP inh: 4.2&-3.6; BAP1 block: 98.7

What do the screens show for `Cc1cc(N2CCN(c3ccccc3F)CC2)nc2cc(O)ccc12`?
HePTP inh: -12.0

What do the screens show for `CCOC(=O)c1cnn2c(N)c(C#N)nnc12`?
HePTP inh: -3.0; BAP1 block: 146.2

Results for Cc1ccc(NC(=O)c2cc(S(=O)(=O)N3CCOCC3)ccc2F)c(C)c1 ?
HePTP inh: -10.0; BAP1 block: 106.0

What do the screens show for `O=C(Nc1cc([N+](=O)[O-])ccc1O)c1ccc(C(=O)Nc2cc([N+](=O)[O-])ccc2O)cc1`?
HePTP inh: -15.1

What do the screens show for `CCOC(=O)c1[nH]c(=O)c2ccccc2c1O`?
HePTP inh: -5.3&-19.0

Results for O=C(CCCn1c(=O)[nH]c2cc(Cl)ccc2c1=O)NCC1CCCO1 (centres undefined) ?
HePTP inh: 2.8; BAP1 block: 68.1

How did O=C1c2ccccc2C(=O)N1/N=C/c1ccc(Cl)c([N+](=O)[O-])c1 do in these assays?
HePTP inh: 3.1

Results for O=C(c1ccncc1)N1N=C(c2ccc(Cl)cc2)CC1(O)C(F)(F)F (centres undefined) ?
HePTP inh: 4.6

How did Cc1cc(C)c2c(=O)[nH]c(SCC(=O)Nc3ccccc3)nc2n1 do in these assays?
HePTP inh: -2.6; BAP1 block: 100.2

Results for O=S(=O)(Nc1cccc2ccccc12)c1cc(Cl)ccc1Cl ?
HePTP inh: -11.4

How did COc1cccc(C(=O)Nc2ccc(Br)cc2C(=O)O)c1 do in these assays?
HePTP inh: 0.0

Results for COCCn1c(Cc2ccccc2)nnc1SCC(=O)NC(C)C ?
HePTP inh: 3.6; BAP1 block: 117.0

Results for O=S(=O)(c1cccc(S(=O)(=O)N2CCCC2)c1)c1cccc(S(=O)(=O)N2CCCC2)c1 ?
HePTP inh: 2.8; BAP1 block: 91.0

How did CCOC(=O)c1ccc(N2C(=O)C3C(C2=O)C2(C)c4ccccc4C3(C)c3ccccc32)cc1 (centres undefined) do in these assays?
HePTP inh: 1.9

What do the screens show for `CCCc1cc2c(=O)c(-c3ccccn3)coc2cc1OC`?
HePTP inh: 3.9; BAP1 block: 83.7&166.8

What do the screens show for `COc1ccccc1N1C(=O)C(=Cc2cccn2C)C(=O)NC1=S`?
HePTP inh: 102.2*

How did COCCN1C(=O)C(O)=C(C(=O)c2ccco2)C1c1cccc(Oc2ccccc2)c1 (centres undefined) do in these assays?
HePTP inh: 4.6; BAP1 block: 102.1

Results for CCCn1c2c(c(O)c(C(=O)Nc3ccc(C)cn3)c1=O)CCCC2 ?
HePTP inh: 5.7; BAP1 block: 112.7

Results for Cc1cc(C)n2nc(SCC3COc4ccccc4O3)nc2n1 (centres undefined) ?
HePTP inh: 1.1; BAP1 block: 117.5

Results for C(=N\n1cnnc1)/c1cn[nH]c1-c1ccccc1 ?
HePTP inh: 9.8

How did Cc1ccc(Nc2cc(N3CCOCC3)c3noc4c3c2C(=O)c2ccccc2-4)cc1 do in these assays?
HePTP inh: 10.6

What do the screens show for `O=C(NCc1ccc2c(c1)OCO2)C1CCC(CNS(=O)(=O)c2ccccc2)CC1` (centres undefined)?
HePTP inh: 16.5; BAP1 block: 116.8

How did CC(NC(=O)c1ccc(F)cc1)C(c1cccs1)N1CCN(C)CC1 (centres undefined) do in these assays?
HePTP inh: 1.8; BAP1 block: 109.9

How did COC(=O)c1c(NC(=O)c2c(OC)cccc2OC)sc2c1C(C(=O)OC)CC2 (centres undefined) do in these assays?
HePTP inh: 8.0

How did COc1ccc(Br)cc1/C=C/C(=O)Nc1ccc(Cl)cn1 do in these assays?
HePTP inh: -7.3

What do the screens show for `O=C(NC1CCCCCC1)C1CCCN(S(=O)(=O)c2cnc[nH]2)C1` (centres undefined)?
HePTP inh: 10.5; BAP1 block: 101.6

How did COc1ccc(OC)c(C2C3=C(CCCC3=O)N(c3ccc([N+](=O)[O-])cc3)C(=N)/C2=C(/O)c2ccc(C)cc2)c1 (centres undefined) do in these assays?
BAP1 block: 66.4

Results for Cc1cccc(OCC(=O)O/N=C(\N)c2cccnc2)c1 ?
HePTP inh: -11.1

What do the screens show for `CSc1nc2c(c(=O)[nH]1)C(c1ccncc1)C(C(=O)OC(C)C)=C(C)N2` (centres undefined)?
HePTP inh: 5.1

What do the screens show for `COc1ccc(N/C=C2\CCOC2=O)cc1`?
HePTP inh: 7.2; BAP1 block: 86.8

Results for Cn1cnnc1SCC(=O)NCc1cccc(C(F)(F)F)c1 ?
HePTP inh: 7.4; BAP1 block: 120.8

How did CC(=O)c1cccc(NC(=O)CCOc2ccccc2)c1 do in these assays?
HePTP inh: -5.2; BAP1 block: 99.3

Results for CC1=C(C(=O)c2ccccc2)C(c2ccc(F)cc2)NC(=O)N1 (centres undefined) ?
HePTP inh: -16.8

Results for Cc1c(/C=C/c2nc3ccccc3c(=O)n2C)c2ccccc2n1C ?
HePTP inh: -8.8

What do the screens show for `O=C1CCCC/C1=C\Nc1ccc(O)cc1`?
HePTP inh: 4.2

Results for CCOC(=O)C1=CN(c2ccc(OCC)cc2)C=C(C(=O)OCC)C1c1cccc(F)c1 ?
HePTP inh: -16.8

What do the screens show for `CCOC(=O)c1cnc(Nc2nc3ccccc3o2)nc1CSc1ncccn1`?
HePTP inh: 5.8; BAP1 block: 92.4

Results for CC(C)NC(=O)C1CC(=O)N(c2ccc(F)c(Cl)c2)C1 (centres undefined) ?
HePTP inh: 6.7; BAP1 block: 112.3

What do the screens show for `COc1cccc(N2C(=O)CC(N3CCN(C(c4ccccc4)c4ccccc4)CC3)C2=O)c1` (centres undefined)?
HePTP inh: -29.7

Results for C=CCSc1nnc(NC(=O)c2ccc(S(=O)(=O)NCC3CCCO3)cc2)s1 (centres undefined) ?
HePTP inh: 1.9; BAP1 block: 113.6

What do the screens show for `Cc1c(-c2ccc(C=O)o2)ccc([N+](=O)[O-])c1C`?
HePTP inh: 2.9

What do the screens show for `CC(C)CCNc1cc(=O)n(C)c(=O)n1C`?
HePTP inh: -1.6; BAP1 block: 105.7

What do the screens show for `COc1cc(/C=C2\SC(=S)N(c3cccc(C(F)(F)F)c3)C2=O)cc(OC)c1OC`?
HePTP inh: 8.0

How did O=C1C2C3C=CC(CO)(O3)C2C(=O)N1c1ccc(-c2ccccc2)cc1 (centres undefined) do in these assays?
HePTP inh: 2.6

Results for COC(=O)c1cc(C(=O)OC)cc(N2C(=O)CN=C2Nc2nc(C)cc(C)n2)c1 ?
HePTP inh: 10.9; BAP1 block: 119.1

How did COc1ccc2nc(NC(=O)NC34CC5CC(C3)CC(c3ccc(C)cc3)(C5)C4)sc2c1 do in these assays?
BAP1 block: 59.2

Results for O=C(Nc1nc(NC(=O)c2ccco2)n(-c2ccccc2)n1)c1ccccc1 ?
HePTP inh: 4.4; BAP1 block: 72.1

What do the screens show for `CC1(C)Oc2c(C(C)(C)C)cc([N+](=O)[O-])c(C(C)(C)C)c2O1`?
HePTP inh: 5.0

What do the screens show for `COCCCNC(=O)c1ccc(N(C)S(=O)(=O)c2ccc(OC)cc2)cc1`?
HePTP inh: 3.7; BAP1 block: 93.6

Results for O=C(c1ccc(NS(=O)(=O)c2ccccc2)cc1)N1CCCC1 ?
HePTP inh: 2.8; BAP1 block: 101.1

What do the screens show for `CC(=O)c1cccc(NC(=O)c2nn3c(C(F)(F)F)cc(-c4cccs4)nc3c2Cl)c1`?
HePTP inh: -0.5

What do the screens show for `Cc1cc2c(c(N)n1)c(=O)oc1ccccc12`?
HePTP inh: 2.9

How did O=C(Cc1c(C(=O)O)[nH]c2ccccc12)Nc1ccc2c(c1)OCO2 do in these assays?
HePTP inh: -0.8

Results for Cn1c(/C=C/c2cn(Cc3ccccc3)c3ccccc23)nc2ccccc2c1=O ?
HePTP inh: 0.4

How did O=C(Nc1nnc(C2CCCC2)s1)C1CCN(S(=O)(=O)c2ccc(Cl)cc2)CC1 do in these assays?
HePTP inh: 10.0; BAP1 block: 82.7

What do the screens show for `CCOc1ccccc1C(=O)NCC(=O)OCC(=O)N1C(C)CCCC1C` (centres undefined)?
HePTP inh: 14.9; BAP1 block: 100.7

What do the screens show for `CC(C)NC(=O)CSc1nnc2sc3ccccc3n12`?
HePTP inh: 4.9; BAP1 block: 116.0

How did CC12CCCCC1(O)[N+](=O)C1=C(CCCC1)N2[O-] (centres undefined) do in these assays?
HePTP inh: 5.3; BAP1 block: 103.1

What do the screens show for `CCN(CC)c1ccc(NC(=O)COc2ccc(OC)cc2)cc1`?
HePTP inh: -0.6

What do the screens show for `CC(=O)c1cccc(N2C(=O)c3ccc(Oc4cccc([N+](=O)[O-])c4)cc3C2=O)c1`?
BAP1 block: 64.6

What do the screens show for `Cc1cc(OCC(=O)N(C)Cc2ccccc2)ccc1Cl`?
HePTP inh: -2.7; BAP1 block: 161.0

Results for COCCNC(=O)c1cc(-c2ccccc2OC)on1 ?
HePTP inh: 6.6; BAP1 block: 95.8

How did COc1cc(/C=N/n2cnnc2)ccc1OCCOc1ccc(C(C)(C)C)cc1 do in these assays?
HePTP inh: -4.5

What do the screens show for `Cc1ccc2oc(-c3ccccc3C(=O)O)cc(=O)c2c1`?
HePTP inh: 10.2; BAP1 block: 84.1

What do the screens show for `CC(=O)OCCNC(=O)Cn1cnc2c1c(=O)n(C)c(=O)n2C`?
HePTP inh: 3.1; BAP1 block: 108.6

How did CC(C)(C)C1CCc2c(sc(N)c2C(N)=O)C1 (centres undefined) do in these assays?
HePTP inh: 5.3; BAP1 block: 98.1

How did Cc1[nH]n(-c2ccc([N+](=O)[O-])cc2)c(=O)c1C=NC1CCCCC1 do in these assays?
HePTP inh: 9.9

What do the screens show for `O=C(Nc1cccc(OC(F)(F)F)c1)c1ccco1`?
BAP1 block: 284.3

Results for COc1ccc(C(=O)Oc2cccc3c(OC)ccc(C=O)c23)cc1OC ?
HePTP inh: 1.4

How did CNc1nc(OCC(F)(F)F)nc(N2CCOCC2)n1 do in these assays?
HePTP inh: 7.1

Sorted by SMILES length (highest first): part of the list above.
Results for O=S(=O)(c1cccc(S(=O)(=O)N2CCCC2)c1)c1cccc(S(=O)(=O)N2CCCC2)c1 ?
HePTP inh: 2.8; BAP1 block: 91.0

What do the screens show for `COc1cccc(N2C(=O)CC(N3CCN(C(c4ccccc4)c4ccccc4)CC3)C2=O)c1` (centres undefined)?
HePTP inh: -29.7

Results for CCOC(=O)C1=CN(c2ccc(OCC)cc2)C=C(C(=O)OCC)C1c1cccc(F)c1 ?
HePTP inh: -16.8

Results for O=C(Nc1ccc2c(c1)OCCO2)c1ccc(S(=O)(=O)N2CCCCC2)cc1 ?
HePTP inh: 4.1; BAP1 block: 95.2

Results for O=C(Nc1nc(NC(=O)c2ccco2)n(-c2ccccc2)n1)c1ccccc1 ?
HePTP inh: 4.4; BAP1 block: 72.1

Results for Cc1c(/C=C/c2nc3ccccc3c(=O)n2C)c2ccccc2n1C ?
HePTP inh: -8.8

How did CC12CCCCC1(O)[N+](=O)C1=C(CCCC1)N2[O-] (centres undefined) do in these assays?
HePTP inh: 5.3; BAP1 block: 103.1

Results for Cc1cc(C)n2nc(SCC3COc4ccccc4O3)nc2n1 (centres undefined) ?
HePTP inh: 1.1; BAP1 block: 117.5

What do the screens show for `O=C(Nc1cccc(OC(F)(F)F)c1)c1ccco1`?
BAP1 block: 284.3

What do the screens show for `CC(C)NC(=O)CSc1nnc2sc3ccccc3n12`?
HePTP inh: 4.9; BAP1 block: 116.0

What do the screens show for `CCOC(=O)c1[nH]c(=O)c2ccccc2c1O`?
HePTP inh: -5.3&-19.0

More structures:
Results for COc1ccc(OC)c(C2CC(=O)C(C)C(c3cc(OC)ccc3OC)N2)c1 (centres undefined) ?
HePTP inh: 0.2

What do the screens show for `CCc1nnc(NC(=O)c2ccc(S(=O)(=O)NCC(C)C)cc2)s1`?
HePTP inh: 13.5

How did COc1cc([N+](=O)[O-])cc(C=Nc2ccc(Cl)c(-c3nc4ccccc4o3)c2)c1O do in these assays?
BAP1 block: 106.8

What do the screens show for `C/C(C=O)=C\c1ccc(/C=C(C)/C=C2/SC(=S)N(c3ccccc3)C2=O)cc1`?
HePTP inh: -1.8

What do the screens show for `COC(=O)c1sccc1NC(=O)c1ccc(Br)cc1`?
HePTP inh: 11.5

How did CN1CCCN(C(=O)Cc2c(Cl)cccc2Cl)c2nc3ccccc3nc21 do in these assays?
HePTP inh: 7.8; BAP1 block: 64.8

Results for COc1ccc(N2C(=O)/C(=C\c3cc(C)n(-c4ccccc4)c3C)SC2=S)cc1 ?
HePTP inh: -10.0

How did COc1ccccc1-n1c(N)c(C(=O)NCC2CCCO2)c2nc3ccccc3nc21 (centres undefined) do in these assays?
HePTP inh: 5.1; BAP1 block: 143.6

What do the screens show for `O=C(O)CN1C(=O)/C(=C\c2cccc(Oc3ccccc3)c2)SC1=S`?
HePTP inh: 2.1

How did Cc1ccc(-n2c(SCc3cc(=O)n4ccsc4n3)nnc2-c2cccnc2)c(C)c1 do in these assays?
HePTP inh: -4.3; BAP1 block: 80.6

Results for C=CCn1c(-c2ccc(C(C)(C)C)cc2)n[nH]c1=S ?
HePTP inh: -1.3

What do the screens show for `C#CCn1cc(/C=C2\C(=O)NC(=O)N(c3ccc(Cl)cc3)C2=O)c2ccccc21`?
HePTP inh: 6.7

Results for COCCCNC(=O)CN(C1CCCCC1)S(=O)(=O)c1ccc(C)cc1 ?
HePTP inh: -8.0; BAP1 block: 85.0
